# Screens from PubChem BioAssay.
# LmPK inhibitor: inhibitors of Leishmania mexicana pyruvate kinase; Q27686; purified LmPK, Kinase-Glo ATP luminescence, 1 h; Potency, µM (titrated, usually from 57.5 µM), inactives show at the top dose activity change, negative = inhibition, most hits filed as inhibitors; actives 0.37% (n = 290,000); AID 1721; also: potency is read from the fitted curve at half-maximal effect; % is scaled to controls: 0 for no effect and ±100 for the full control effect
# Target sequence (Q27686 whole entry, looked up): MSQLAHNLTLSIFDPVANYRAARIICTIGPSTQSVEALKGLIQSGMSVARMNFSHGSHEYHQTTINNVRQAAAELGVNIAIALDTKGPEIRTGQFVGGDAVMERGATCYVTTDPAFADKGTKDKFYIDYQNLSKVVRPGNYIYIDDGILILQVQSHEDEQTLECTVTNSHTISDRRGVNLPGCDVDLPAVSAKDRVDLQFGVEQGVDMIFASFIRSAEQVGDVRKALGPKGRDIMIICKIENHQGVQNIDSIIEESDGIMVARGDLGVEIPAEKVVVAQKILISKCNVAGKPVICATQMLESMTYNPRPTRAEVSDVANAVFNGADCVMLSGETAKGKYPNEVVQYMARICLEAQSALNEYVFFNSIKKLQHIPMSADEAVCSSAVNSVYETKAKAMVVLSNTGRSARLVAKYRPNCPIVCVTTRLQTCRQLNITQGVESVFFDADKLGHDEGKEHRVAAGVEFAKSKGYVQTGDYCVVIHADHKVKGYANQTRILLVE
#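 Kinase-Glo luminescence read after 1 h RT reaction of 0.1 nM LmPK with 0.5 mM PEP and 0.1 mM ADP. Activity scaled between uninhibited and enzyme-free controls.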
# AMA1-RON2 inh: inhibitors of Plasmodium falciparum AMA1-RON2 interaction; AlphaScreen AMA1-biotinylated RON2 peptide binding; Potency, µM (series often up to 58.2 µM), inactives show at the highest dose activity change, negative = inhibition, most hits filed as inhibitors; actives 0.2% (n = 360,000);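 also: potency is read from the fitted curve at half-maximal effect; 0% = vehicle wells and -100% = peptide control; nearly all actives have a fitted effect of over 45% in size; some results filed as inactive show a strong effect at the top dose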
#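 AMA1 (3D7) with his tag at 25 nM final met compounds first, then biotinylated RON2 peptide at 25 nM; detection used donor plus acceptor beads, 10 µg/mL apiece, read by AlphaScreen after 30 min at room temperature.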
# Tb PYK inh: T. brucei pyruvate kinase inhibition; Q57TT1; TbPYK enzyme, Kinase-Glo Plus ATP luminescence, 45 min; Potency, µM (titrated, usually from 76.8 µM), inactives show at the top dose activity, negative = inhibition, actives largely listed as inhibitors; actives 0.12% (n = 410,000); AID 624173; also: potency is read from the fitted curve at half-maximal effect; % is scaled to controls: 0 for no effect and ±100 for the full control effect; nearly all actives have a fitted effect of over 50% in size
#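 ADP (130 uM final) triggers the TbPYK reaction after compound addition; incubation is 45 min at room temperature. Kinase-Glo Plus is then added and luminescence imaged. Normalized data are fitted to concentration-effect curves.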
# CHX counter: counter-screen for Shiga toxin inhibitors: cycloheximide protein synthesis inhibition. cell reporter, cycloheximide protein synthesis inhibition counterscreen. max response, %. actives 12% (n = 300,000). AID 2314; in the data active = max response mostly above about 13%, no sharp cut-off; inactive = mostly below about 14%; also: read at 38.3 µM for the half of the compounds with a filed dose; 0% is about no effect
# Pf growth 48h: inhibits P. falciparum growth in the first generation, 48 h. AID 504832. P. falciparum luciferase growth in erythrocytes, 48 h. Potency, µM (titrated, usually from 28.7 µM), without a hit: at the highest dose activity change, negative = inhibition, usual class: inhibitors. actives 5.9% (n = 310,000); also: potency is read from the fitted curve at half-maximal effect; % is scaled to controls: 0 for no effect and ±100 for the full control effect
#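 Compounds are pin-transferred into medium, infected erythrocytes (2% hematocrit, 0.1% parasitemia final) are added, and plates sit one parasite generation at 37 C in 5% CO2. Detection reagent is then added and luminescence measured.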
# Shiga toxin inh: Shiga toxin inhibition; inhibition, % at 38.7 µM; Vero cells, Shiga toxin protein synthesis inhibition reporter; AID 2315; actives 9.2% (n = 290,000); in the data active = inhibition mostly above about 28%, no sharp cut-off; inactive = mostly below about 43%; also: 0% is about no effect
# Pf growth 96h: inhibits malaria parasite growth, 96 h. Potency, µM (top dose mostly 28.7 µM), without a hit: at the highest dose activity change, negative = inhibition, usual class: inhibitors. AID 504834. actives 6.9% (n = 320,000). P. falciparum luciferase reporter growth, 96 h; also: potency is read from the fitted curve at half-maximal effect; % is scaled to controls: 0 for no effect and ±100 for the full control effect
#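 Delayed-death screen, second-generation endpoint: infected erythrocytes, 2% hematocrit, 0.05% parasitemia final; 96 hours at 37 C, 5% CO2; luciferase detection reagent; luminescence decrease equals reduced growth.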
# * marks the source's active call; other numbers are inactive results; ? = inconclusive; / = no result given; [ ] = another dose, or the depositor's remark. Unless noted, calls follow the shape of the dose curve; as a rule, active = well fitted curve in the direction sought with a large enough effect; inconclusive = small, poorly fitted or top-dose-only effect, or another doubt; inactive = no such curve, though single readings can be large; an effect the other way counts as inactive or inconclusive.
SMILES,LmPK inhibitor,AMA1-RON2 inh,Tb PYK inh,CHX counter,Pf growth 48h,Shiga toxin inh,Pf growth 96h
COc1ccc(/C(N)=N/OC(=O)C2CCC(=O)N2S(=O)(=O)c2ccc(C)cc2)cc1 (configuration not stated),3%,-6%,-7%,-2,-4%,12,23%
C[C@@H](NC(=O)c1[nH]cnc1C(=O)Nc1ccc(Cl)cc1)c1ccccc1,/,140%[activator],-3%,/,?,/,?
CCOC(=O)/C(N=Nc1ccc(F)cc1)=C(/O)c1ccc([N+](=O)[O-])cc1,10%,-8%,3%,-3,/,-3,23%
COc1ccc(C2CC(c3ccc(Br)cc3)=NN2C(=O)c2cccnc2)cc1 (configuration not stated),2%,-7%,0%,-6,-87%,-16,?
CCN=C1S/C(=C\c2cc(OCC)c(O)cc2Br)C(=O)N1CC,1%,15%[11.6 µM],-15%,-1,12µM*,0,10µM*
C=CCOc1ccc(S(C)(=O)=O)cc1,1%,10%,-7%,-2,-3%,-11,31%
COc1cccc(-c2nc(CS(=O)CC(=O)NCCCOC(C)C)c(C)o2)c1 (configuration not stated),3%,3%,-1%,-2,16%,-7,0%
Cc1ccccc1C(=O)NC=C1C(=O)OC(C)(C)OC1=O,-8%,8%,-3%,6,-10%[5.75 µM],-5,10%[5.75 µM]
COc1ccc(OC)c(S(=O)(=O)N2CCN(CC(O)COc3ccccc3)CC2)c1 (configuration not stated),-3%,9%,3%,-7,-9%,-19,?
COc1ccc(CCNC(=O)CN2C(=O)NC(CCSC)C2=O)cc1 (configuration not stated),-1%,2%,-1%,13,0%,-16,8%
CCCS(=O)(=O)N1CCCC(C(=O)NCCc2ccc(OC)c(OC)c2)C1 (configuration not stated),-1%,5%,-6%,1,-25%,20,-8%
O=C(NC1(C(F)(F)F)NC(=O)N(C2CCCCC2)C1=O)c1ccco1 (configuration not stated),3%,3%,5%,-5,9%,30,13%
O=C(CCc1nc2sc3c(c2c(=O)[nH]1)CCCC3)Nc1ccccc1Cl,/,-28%,3%,/,-6%,/,-1%
CC(Cc1ccccc1)[n+]1cc(/N=C(\N)[O-])on1 (configuration not stated),5%,-12%,-3%,0,-15%,-14,23%
COc1ccc(C)cc1C(=O)C1CC(C(=O)O)C(C)(C)C1C (configuration not stated),9%,1%,0%,-2,14%,-4,?
CC(C)Oc1ccc(-c2nc(NCC3CCCO3)c3ccccc3n2)cc1 (configuration not stated),-2%,1%,1%,20*,?,47*,?
CC(C)COC(=O)Nc1ccc(C(=O)O)cc1,-2%,-9%,2%,10,-12%,12,55%[activator]
COc1ccccc1N1CCN(CCc2n[nH]c(=S)n2-c2ccccc2)CC1,0%,46%[activator],-17%,-3,-3%,-2,0%[5.75 µM]
Cc1cc(-n2c(C)cc(C(=O)CN3C(=O)NC4(CCCCC4C)C3=O)c2C)no1 (configuration not stated),0%,-1%,-6%,-1,2.3µM*,9,-6%
COc1ccc(S(=O)(=O)N2CCC(n3cnc4cc(C(F)(F)F)ccc43)CC2)cc1,4%,2%,-5%,-2,5.2µM*,-12,-6%

# An excerpt from above, limited to Shiga toxin inh, LmPK inhibitor and Tb PYK inh.
compound | Shiga toxin inh | LmPK inhibitor | Tb PYK inh
O=C(CCc1nc2sc3c(c2c(=O)[nH]1)CCCC3)Nc1ccccc1Cl | / | / | 3%
CC(Cc1ccccc1)[n+]1cc(/N=C(\N)[O-])on1 (configuration not stated) | -14 | 5% | -3%
COc1ccc(C)cc1C(=O)C1CC(C(=O)O)C(C)(C)C1C (configuration not stated) | -4 | 9% | 0%

# Additional structures
SMILES,LmPK inhibitor,AMA1-RON2 inh,Tb PYK inh,CHX counter,Pf growth 48h,Shiga toxin inh,Pf growth 96h
O=C1CCCC2=C1C1(CCCC1)N=C(Nc1nc3ccccc3o1)N2,5%,/,3%,-7,-15%,-16,-15%
O=C(Nc1cccc(Cl)c1)C1CCCN(S(=O)(=O)c2cnc[nH]2)C1 (configuration not stated),5%,15%,-4%,-7,/,-3,?
O=C(COc1ccccc1)Nc1nnc(COc2ccccc2)s1,0%,11%,4%,1,6%,-10,?
CCOc1ccc(NCCC(=O)c2ccc3c(c2)OCO3)cc1,-8%,-29%,-5%,14*,-10%,22,/
Nc1ccc(S(=O)(=O)NC2(C(F)(F)F)NC(=O)N(c3ccccc3Cl)C2=O)cc1 (configuration not stated),5%,-3%,-8%,-1,13%,2,-53%
O=C(c1cccc(S(=O)(=O)N2CCCC2)c1)N1CCCc2ccccc21,8%,3%,5%,7,?,-12,?
Cc1sc2ncnc(N/N=C/c3ccccc3O)c2c1C,1%,2%,3%,36*,2.9µM*,34*,6%
CSc1nnnn1CCn1nnnc1SC,-3%,1%,-5%,-4,9%,-5,?
C[C@H](NC(=O)N1CCn2c1nc1ccccc12)C(=O)NCc1ccccc1,3%,95%[activator],-9%,-2,-11%,0,-7%
Cc1cc(C)c(S(C)(=O)=O)c(S(=O)c2ccc(Cl)cc2)n1 (configuration not stated),-3%,4%,-4%,-6,-3%,-14,102%[activator]
O=C(O)C(O)(c1ccccc1)C1CCCC1 (configuration not stated),2%,12%,4%,-6,-11%,-6,-11%
COC(=O)C(C)Sc1nnc(Cc2cc(=O)[nH]c(=O)[nH]2)n1-c1ccc(Cl)cc1 (configuration not stated),-3%,/,/,-1,/,10,21%
O=C(c1ccco1)N1CCN(C(=S)Nc2cc(F)cc(F)c2)CC1,2%,-13%,-7%,-1,0%,36,?
COc1ccccc1-c1cc(C(F)(F)F)nc(S(=O)(=O)CCCC(=O)NCc2ccc(F)cc2)n1,9%,6%,-2%,20*,?,-26,2.9µM*
Cc1ccc(NC(=O)c2sc3ncn(CC(=O)N4CCN(c5ccccn5)CC4)c(=O)c3c2C)cc1F,0%,-10%,-5%,-7,14%,-4,?
CN(C(=O)CCc1nnc(-c2ccc(-c3ccccc3)cc2)o1)C1CCOCC1,-6%,6%,2%,13,?,30*,32%[activator]
O=C(O)c1ccc2c(c1)OCCCO2,2%,5%,9%,-3,3%,-4,67%[activator]
C(#Cc1ccccc1)C[N+]1(CC#Cc2cccc3ccccc23)CCOCC1,1%,-5%,0%,5,?,-9,8%
COC(=O)C(NS(=O)(=O)c1ccccc1Cl)c1ccccc1 (configuration not stated),1%,?,-4%,2,-14%,-29,0%
CC(=O)Nc1ccc(NC(=O)C2CC(=O)N(c3ccc(Cl)cc3)C2)cc1 (configuration not stated),2%,-6%,-7%,10,?,-4,?
O=C(c1ccccc1)C1CN(Cc2ccccc2)CCC1(O)c1ccccc1 (configuration not stated),6%,-1%,5%,-3,?,3,0%
COc1ccc2oc(C(=O)OCC(=O)N(C)CC(=O)Nc3ccc(F)cc3)c(C)c2c1,/,-11%,0%,/,10%,/,-2%
Cc1cccc(C)c1Oc1nc(-c2ccccc2)ncc1S(=O)(=O)c1ccccc1,-1%,3%,-2%,0,2.1µM*,-8,?
O=C(O)CN(c1ccccc1F)S(=O)(=O)c1ccccc1,3%,-4%,-13%,-5,-13%,-12,?
c1ccc2c(c1)[nH]c1c(N3CCSCC3)ncnc12,1%,-4%,-3%,-1,0%,11,8%
Nc1nc(SCC(=O)Nc2cccnc2Cl)n[nH]1,0%,21%,?,-1,-10%,-4,1%
Cc1cc(C(F)(F)F)nn2cnnc12,6%,13%,1%,-4,?,3,-8%
O=C(/C=C/c1ccc(OCCCF)cc1)N1CCOCC1,4%,-8%,3%,30*,97%[activator],66*,82%[activator]
COc1ccccc1/C=N/NC(=O)CNC(=O)c1ccc(S(=O)(=O)N2CCCC2)cc1,0%,1%,8%,-3,4%,4,30%
CCCCCC(=O)NC(=S)Nc1ccc(N2CCCCC2)c(Cl)c1,-2%,-2%,2%,-6,?,-25,?

# Exported as tab-separated lines: 7 of the compounds above.
SMILES	LmPK inhibitor	AMA1-RON2 inh	Tb PYK inh	CHX counter	Pf growth 48h	Shiga toxin inh	Pf growth 96h
COc1ccc2oc(C(=O)OCC(=O)N(C)CC(=O)Nc3ccc(F)cc3)c(C)c2c1	/	-11%	0%	/	10%	/	-2%
Cc1cccc(C)c1Oc1nc(-c2ccccc2)ncc1S(=O)(=O)c1ccccc1	-1%	3%	-2%	0	2.1µM*	-8	?
O=C(O)CN(c1ccccc1F)S(=O)(=O)c1ccccc1	3%	-4%	-13%	-5	-13%	-12	?
c1ccc2c(c1)[nH]c1c(N3CCSCC3)ncnc12	1%	-4%	-3%	-1	0%	11	8%
Nc1nc(SCC(=O)Nc2cccnc2Cl)n[nH]1	0%	21%	?	-1	-10%	-4	1%
Cc1cc(C(F)(F)F)nn2cnnc12	6%	13%	1%	-4	?	3	-8%
O=C(/C=C/c1ccc(OCCCF)cc1)N1CCOCC1	4%	-8%	3%	30*	97%[activator]	66*	82%[activator]

# Later entries.
SMILES,LmPK inhibitor,AMA1-RON2 inh,Tb PYK inh,CHX counter,Pf growth 48h,Shiga toxin inh,Pf growth 96h
Cc1ccc(NCC(=O)N=Nc2c(O)n(C)c3ccccc23)cc1,1%,10%,-2%,15*,14%,56*,-23%
Brc1ccc(-c2nnc3c4ccccc4nc(N4CCOCC4)n23)cc1,-3%,-7%,1%,3,26%,21,49%[activator]
COc1cccc(NC(=O)C2CCN(S(=O)(=O)c3ccc4c(c3)OCCO4)CC2)c1,-1%,28%,-8%,-2,-29%,-7,/
Cc1ccc(N(C(=O)c2ccc3c(c2)OCO3)C2C=CS(=O)(=O)C2)cc1 (configuration not stated),2%,-2%,2%,3,1%,-7,-24%
CCOC(=O)Cc1csc(NC(=O)COc2ccc(OC)cc2)n1,3%,3%,2%,-3,/,21,-22%
COc1ccc(NC(=O)c2ccco2)cc1N,-12%,8%,-14%,65*,78%[activator],66*,8.3µM*
